Tn6 DDE FP: inhibitors of Tn6 peptide binding to human fibrin DD(E). inhibition, % at 8.3 µM. P02675. AID 720509. 0.21% of 370,000 active. Fibrin DD(E) TRITC-Tn6 fluorescence polarization displacement;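 active = inhibition above a per-campaign cutoff: mean of compounds within control limits plus 3 SD, cut at about 15% in these data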;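 note: 0% = median of all compound wells on the plate and 100% = blocking peptide control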
ARFGAP1 inhibitor: inhibitors of rat ARFGAP1 | AID 651572 | Q62848 | Arfgap1-stimulated ARF1 GTP hydrolysis, GDP FP detection | inhibition, % at 16.5 µM | 0.26% of 360,000 active;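 active = inhibition above a per-plate limit, mean inhibition of low control wells plus 3 SD, cut at about 25% in these data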;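 note: 0% = DMSO wells with enzyme and 100% = wells lacking Arfgap1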
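Material: truncated rat Arfgap1 GAP domain; Incubation: compound-enzyme preincubation 20 min, reaction 120 min, detection 60 min, 25 °C; Read-out: percent inhibition of Arfgap1-stimulated GTP hydrolysis; Technique: FP, GDP Alexa 633 tracer displaced from anti-GDP antibody, 620/688 nm; Controls: No-Arfgap1 wells (100%) versus DMSO full-reaction wells (0%); Replication: single well per compound.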
ASAP1 GAP inh: ASAP1 ArfGAP inhibition; inhibition, % at 16.5 µM; 0.19% of 360,000 active; ASAP1-stimulated ARF1 GTP hydrolysis, GDP FP detection; AID 624377; in the data active = inhibition above about 25%;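 note: 0% = vehicle with enzyme and substrate and 100% = no enzyme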
UHRF1 MBD2 ctr: human UHRF1 methylated DNA binding inhibitors; Q96T88; UHRF1 binding to methylated oligo, TR-FRET; inhibition, % at 4.4 µM; 0.75% of 370,000 active; AID 687016; in the data active = inhibition above about 21%;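 note: UHRF1 SRA domain binding a hemimethylated CpG hairpin DNA probe; 0% = median of test compound wells and 100% = reference inhibitor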
MBD2 DNA inh: blocks human MBD2 binding to methylated DNA; Q9UBB5; TR-FRET, MBD2 binding to methylated oligonucleotide; inhibition, % at 4.4 µM; 0.31% of 370,000 active; in the data active = inhibition above about 13%
DDE Tn7 FP inh: disrupts Tn7 cyclic peptide binding to fibrin D-Dimer-E complex | 0.13% of 370,000 active | inhibition, % at 8.3 µM | P02675 | FP displacement of FITC-Tn7 peptide from fibrin DD(E); 0% = median of compound wells per plate | AID 720508;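 active = inhibition above the mean of compounds falling within the control limits plus 3 SD of them, cut at about 14% in these data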;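 note: 0% = plate median of compound wells and 100% = 10 µM Aha-Tn7 peptide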
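Assay system: Fibrin-DD(E) protein isolated from polymerized human fibrin clots; read-out basis: percent inhibition; medium: Tris/NaCl/CaCl2 buffer, pH 7.8; signal: FP measurement; incubation: 10 min plus 3 h, room temperature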
PLCb3 inh: blocks human PLC-beta3 enzyme activity | Q01970 | Purified PLC-beta3, fluorogenic substrate, fluorescence | inhibition, % at 12.2 µM | 0.18% of 370,000 active | AID 720704; in the data active = inhibition above about 11%;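 note: 0% = median of compound wells on plate and 100% = full blocker control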
Target sequence (Q01970 whole entry, looked up): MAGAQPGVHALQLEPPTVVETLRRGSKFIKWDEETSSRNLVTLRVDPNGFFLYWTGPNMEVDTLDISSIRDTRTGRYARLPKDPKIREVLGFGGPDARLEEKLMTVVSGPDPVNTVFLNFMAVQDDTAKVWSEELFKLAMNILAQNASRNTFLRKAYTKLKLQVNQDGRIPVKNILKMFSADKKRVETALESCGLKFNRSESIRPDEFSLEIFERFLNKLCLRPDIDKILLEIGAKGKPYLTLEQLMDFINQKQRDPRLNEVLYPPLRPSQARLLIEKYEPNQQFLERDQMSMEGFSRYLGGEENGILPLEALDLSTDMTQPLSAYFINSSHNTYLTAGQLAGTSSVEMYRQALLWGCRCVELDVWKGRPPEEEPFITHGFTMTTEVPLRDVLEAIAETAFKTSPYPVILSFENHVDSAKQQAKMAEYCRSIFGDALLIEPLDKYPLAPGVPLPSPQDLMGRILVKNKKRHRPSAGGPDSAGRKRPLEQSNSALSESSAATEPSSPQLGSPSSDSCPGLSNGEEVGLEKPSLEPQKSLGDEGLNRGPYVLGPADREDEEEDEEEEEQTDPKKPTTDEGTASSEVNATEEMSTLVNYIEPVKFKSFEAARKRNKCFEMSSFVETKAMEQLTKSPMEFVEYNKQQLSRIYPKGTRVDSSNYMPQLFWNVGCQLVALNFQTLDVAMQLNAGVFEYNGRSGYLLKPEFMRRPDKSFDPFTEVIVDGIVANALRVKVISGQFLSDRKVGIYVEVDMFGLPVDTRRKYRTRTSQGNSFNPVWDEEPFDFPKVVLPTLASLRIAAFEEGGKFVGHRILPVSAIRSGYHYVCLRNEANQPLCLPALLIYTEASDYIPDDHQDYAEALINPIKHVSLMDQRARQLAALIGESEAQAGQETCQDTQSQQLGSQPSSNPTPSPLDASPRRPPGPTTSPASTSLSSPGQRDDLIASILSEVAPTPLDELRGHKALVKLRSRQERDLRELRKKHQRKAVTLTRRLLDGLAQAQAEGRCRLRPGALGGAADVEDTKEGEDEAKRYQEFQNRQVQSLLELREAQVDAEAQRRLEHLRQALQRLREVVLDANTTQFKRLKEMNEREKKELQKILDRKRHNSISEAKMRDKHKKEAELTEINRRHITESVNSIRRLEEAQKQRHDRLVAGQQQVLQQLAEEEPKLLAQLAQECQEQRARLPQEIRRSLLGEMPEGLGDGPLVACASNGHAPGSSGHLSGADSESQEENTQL
KLK7 zymogen act: activates the human kallikrein-7 zymogen; purified proKLK7, EDANS-DABCYL substrate fluorescence; 100% is mature enzyme control, 0% vehicle; activation, % at 7 µM; AID 652039; P49862; 0.9% of 370,000 active;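 active = activation above the mean of all tested compounds plus 3 SD, computed per campaign excluding outliers beyond control limits, cut at about 13% in these data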
PLC-gamma1 inh: inhibitors of human phospholipase C gamma1; P19174; purified PLC-gamma1, fluorogenic substrate, fluorescence; inhibition, % at 12.2 µM; 0.84% of 370,000 active; AID 720700; in the data active = inhibition above about 9.5%
ADAM17 inh: inhibitors of human ADAM17 | recombinant ADAM17, EDANS/DABCYL FRET peptide cleavage | 0.83% of 370,000 active | AID 720648 | inhibition, % at 6.95 µM | P78536;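 active = inhibition above the mean of compounds lying between control limits plus 3 SD, set per campaign, cut at about 8.5% in these data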;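 note: 0% = DMSO-only wells as the low control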
The depositor's hits bear a star; . = no result given; & = joins results of further samples.

SMILES	Tn6 DDE FP	ARFGAP1 inhibitor	ASAP1 GAP inh	UHRF1 MBD2 ctr	MBD2 DNA inh	DDE Tn7 FP inh	PLCb3 inh	KLK7 zymogen act	PLC-gamma1 inh	ADAM17 inh
COc1ccc(C(=O)Nc2ccc3ccccc3c2)cc1	-7	0	2	3	-1	0	-10	-0.5	-1	-1
O=C(NCc1ccccc1)c1nccnc1CO	4	-7	-2	4	2	4	-1	0.2	5	2
CN(C)c1nc(Oc2ccc(=O)[nH]n2)nc(N2CCCCC2)n1	7	0	-10	1	3	5	4	-0.5	4	-1
O=C1C(=Cc2cccn2-c2ccc(O)cc2)C(=O)c2ccccc21	-5	-30	22	-2	-3	-3	1	0.0	1	-3
CC(C)NS(=O)(=O)c1ccc(OCC(=O)NCc2ccc3c(c2)OCO3)c(Cl)c1	-2	1	0	-1	-5	0	0	0.4	-1	-4
CC(=O)Oc1ccc(-c2cccc(C(=O)OCC(=O)N(C)c3ccccc3)c2)cc1	-7	-8	10	2	1	-8	0	-0.3	1	4
c1ccc(Cc2nnc3sc(Nc4ccccc4)nn23)cc1	-1	5	0	3	-3	-6	0	-0.4	3	0
Cn1c(CSCc2ccc(F)cc2)n[nH]c1=S	-8	-2	-7	0	-7	3	0	-0.1	4	1
O=C(C(c1ccccc1)c1ccccc1)N1CCN(CCN2C(=O)c3cccc4cccc(c34)C2=O)CC1	-1	-11	7	-2	4	-5	-3	-1.7	-4	-1
O=C(CSc1ccc(-c2ccc(F)cc2)nn1)N1CCOCC1	1	4	7	1	6	-3	0	0.1	-3	-4
O=C(CCNC(=O)c1ccc([N+](=O)[O-])cc1)Nc1ccc(S(=O)(=O)N2CCOCC2)cc1	4	1	-10	-1	-2	-4	1	1.0	-2	0
O=C(CCN1CCCCC1)c1cccc(Cl)c1	3	-13	6	-1	0	4	5	-0.3	3	1
C=CCn1c(Cc2ccc(OC)cc2)nnc1SCC(=O)c1cccc([N+](=O)[O-])c1	-4	3	-12	-2	6	-2	4	0.5	0	1
CC(=O)c1ccccc1NC(=O)COC(=O)/C(=C/c1ccccc1)n1nnnc1C	0	-2	-13	2	0	5	-11	0.1	-2	-4
CC(=O)Nc1ccc(NC(=O)C(C)Oc2ccccc2C(=O)NCc2ccccc2)cc1 (configuration not stated)	-1	-8	-2	2	-3	-8	-4	-0.2	1	2
CC(=O)C1=C(C)Nc2ncnn2C1c1ccc(Cl)cc1 (configuration not stated)	6	11	0	5	4	6	1	-0.1	0	-5
Cc1cc(CNC(=O)COC(=O)c2ccc(Cl)c(N)c2)cc(C)c1O	-1	-2	-4	0	1	-5	-40	-0.5	-25	-12
Cc1ccc(CN2CCCCC(NC(=O)c3ccc(-c4ccccc4)cc3)C2=O)cc1 (configuration not stated)	0	.	.	0	-2	9	2	-0.7	-1	1
Cc1cc(NC(=O)c2cccc(Oc3ccccc3)c2)n[nH]1	-1	-7	11	0	-6	2	4	0.1	6	4
COc1cccc(NC(=O)N(C)C[C@H]2OCc3cnnn3CCCC(=O)N([C@H](C)CO)C[C@@H]2C)c1	5	-5	-2	11	4	5	3	0.7	-6	0
Fc1ccc(CCN2CCN=C2Nc2ccccc2)cc1	0	0	-7	0	2	3	-1	-0.3	-1	-2
COC(=O)Cn1ncc(N2CC(C)OC(C)C2)c(Cl)c1=O (configuration not stated)	-4	5	4	2	-6	7	-3	0.0	1	0
CC(C)NC(=O)CSc1nnc(-c2ccc(C(C)(C)C)cc2)n1C	-1	-5	-11	0	-3	12	4	-0.3	0	-2
Cc1cc(NC(=O)c2ccccc2-c2ccccc2C(=O)O)no1	4	15	8	3	-1	5	-2	-0.6	-2	-3
COc1ccc(C)cc1NC(=O)c1cccc(C(=O)Nc2cc(C)ccc2OC)c1	4	1	-6	-1	74*	-1	-2	0.0	0	-4

Single records, as listed above:
Profile of `Cn1c(CSCc2ccc(F)cc2)n[nH]c1=S` : Tn6 DDE FP: -8; ARFGAP1 inhibitor: -2; ASAP1 GAP inh: -7; UHRF1 MBD2 ctr: 0; MBD2 DNA inh: -7; DDE Tn7 FP inh: 3; PLCb3 inh: 0; KLK7 zymogen act: -0.1; PLC-gamma1 inh: 4; ADAM17 inh: 1
Profile of `O=C(CSc1ccc(-c2ccc(F)cc2)nn1)N1CCOCC1` : Tn6 DDE FP: 1; ARFGAP1 inhibitor: 4; ASAP1 GAP inh: 7; UHRF1 MBD2 ctr: 1; MBD2 DNA inh: 6; DDE Tn7 FP inh: -3; PLCb3 inh: 0; KLK7 zymogen act: 0.1; PLC-gamma1 inh: -3; ADAM17 inh: -4

(next part)
SMILES	Tn6 DDE FP	ARFGAP1 inhibitor	ASAP1 GAP inh	UHRF1 MBD2 ctr	MBD2 DNA inh	DDE Tn7 FP inh	PLCb3 inh	KLK7 zymogen act	PLC-gamma1 inh	ADAM17 inh
O=C(Nc1ccccc1[N+](=O)[O-])C1C(c2ccccc2)=C1c1ccccc1	-7	3	12	3	1	8	0	-0.8	3	-6
O=C(Cc1c(O)c2ccccc2[nH]c1=O)N(Cc1ccccc1)Cc1ccccc1	-1	-8	14	-3	-3	4	-7	0.5	-4	0
Cc1ccc(-c2ccc([C@H]3[C@@H]4C=CCC[C@@]4(C)C(=O)N3Cc3ccccc3)c(F)c2)cc1	-5	5	-1	-2	-1	5	2	-0.1	-1	-4
O=C(NNC(=S)Nc1ccc(Br)cc1)c1ccccc1Br	-1	-3	9	-4	-1	0	-6	0.2	-1	-1
CCn1c(=O)n(CC)c2cc(N3CCCC3)c(NC(=O)c3ccc(C)cc3)cc21	-4	4	-7	10	2	-5	-185	3.5	-116	-33
CN1CCN(c2ccccc2NC(=O)c2cccs2)CC1	-1	-1	12	-3	-7	1	-9	0.0	-3	-6
Cc1cc2cccc(C)c2nc1SCC(=O)N(C)c1nc(-c2ccccc2)cs1	14	-8	-2	-1	-2	0	3	-0.4	2	5
CC(OC(=O)C1CCN(S(=O)(=O)c2ccc(C(C)(C)C)cc2)CC1)C(=O)N1CCOCC1 (configuration not stated)	-3	3	11	1	5	-7	-9	0.7	0	-1
Cc1nn(Cc2c(F)c(F)c(F)c(F)c2F)c(C)c1NC(=O)c1c([N+](=O)[O-])cnn1C	1	-5	-5	2	-6	7	0	0.5	0	-1
O=C1C2C3C=CC(C3)C2C(=O)N1CNc1ccccc1 (configuration not stated)	-1	1	1	7	4	4	-1	0.5	-1	-3
O=C(NNS(=O)(=O)c1ccccc1[N+](=O)[O-])c1cccc(Cl)c1	5	-3	2	2	0	-2	3	-0.6	4	3
COC(=O)c1cc(NC(=O)CC2SC(=Nc3ccccc3)N(CCc3c[nH]c4ccccc34)C2=O)cc(C(=O)OC)c1 (configuration not stated)	-5	16	28*	0	-1	-3	-1	0.5	1	-1
Cc1cccc2sc(N(CCCN(C)C)C(=O)CCS(=O)(=O)c3ccccc3)nc12	4&1	-12	-12	-2&2	0&-2	-2&-7	4&1	0.4&0.4	0&2	-1&1
O=C(O)Cn1c(-c2cscn2)nc2ccccc21	-7	-3	-2	3	-5	1	4	-0.7	2	-3
COCCCNC(=O)C1CCC(CNS(=O)(=O)c2ccc3c(c2)N(C(C)=O)CCO3)CC1 (configuration not stated)	0	1	-14	0	1	-3	-4	-0.6	0	0
COc1cc(Cn2c(=O)c3c(OC)c(C)cnc3n(C)c2=O)cc(OC)c1	0	0	8	0	-2	4	-6	-0.2	1	-3
COCCNC(=O)C(c1cccnc1)N(Cc1ccc(C)cc1)C(=O)Cn1nnc2ccccc21 (configuration not stated)	-6	-8	3	0	2	-8	-7	0.5	-1	-2
CN(CC(=O)Nc1c(Cl)cccc1Cl)CC(=O)N(C)C1(C#N)CCCCC1	-3	6	-7	-4	1	-4	3	-0.2	4	-1
CCOC(=O)/C(=C/C=C1\Sc2cc(C)c(C)cc2N1CC)C(C)=O	4	-5	-2	-12	-12	-25	-2	-0.1	-5	1
COc1ccc(C(=O)Nc2ccc3[nH]ccc3c2)cc1OC	-1	-10	3	0	-2	3	-4	-0.1	0	0
Nc1ccnc(C(F)(F)F)c1C(=O)c1ccccc1	2	-6	16	0	0	1	3	-0.3	2	1
Cc1cccc(C(=O)N=c2sccn2C)c1[N+](=O)[O-]	-5	6	11	0	2	0	-6	-0.1	2	-2
CC1=C(C(=O)N(C(C)C)C(C)C)CC(CC(=O)NCC2CCCCC2)C(=O)N1Cc1ccc(C(C)(C)C)cc1 (configuration not stated)	10	-7	-14	-1	-7	-1	3	-0.2	2	6
Fc1cccc(F)c1-n1c(CN2CCCCC2)csc1=S	6	12	4	0	-4	2	0	-0.2	0	0
CC1(C)CC(=O)C2=C(C1)N(c1ccc(F)cc1)C(=O)C2(NC(=O)c1ccccc1F)C(F)(F)F (configuration not stated)	-1	-3	-17	1	1	2	-1	-0.2	1	-4
SMILES	Tn6 DDE FP	ARFGAP1 inhibitor	ASAP1 GAP inh	UHRF1 MBD2 ctr	MBD2 DNA inh	DDE Tn7 FP inh	PLCb3 inh	KLK7 zymogen act	PLC-gamma1 inh	ADAM17 inh
COc1ccc(CN2C(=O)c3ccccc3C2C(=O)NCC2CCCO2)c(OC)c1 (configuration not stated)	4	2	4	2	-5	-10	3	-0.2	3	1
COc1ccccc1CN(C)C(=O)COC(=O)c1ccc(Cl)nc1	0	-10	-1	-2	2	-2	-1	0.9	5	-3
COc1cc(C(=O)NCC(=O)NCC(c2ccco2)N2CCCCC2)cc(OC)c1OC (configuration not stated)	-1	11	4	5	2	-3	0	-0.7	-1	-2
COCCCNC(=S)NNC(=O)c1ccccc1Br	-5	-1	6	2	-2	6	0	-0.1	1	-2
CC(Oc1ccccc1)C(=O)NNC(=O)c1cccs1 (configuration not stated)	0	8	-5	0	1	-4	5	0.4	0	0
Cc1ccc(S(=O)(=O)n2nc(-c3cccnc3)nc2N)cc1	-3	8	-7	4	5	-4	8	-0.4	0	-9
CCOC(=O)C1NN=C(C(=O)c2ccccc2)C1c1ccc(OC)cc1 (configuration not stated)	-9	-11	6	0	-1	0	0	-1.0	1	3
CCCNS(=O)(=O)c1ccc(CCC(=O)N2CCCCC2)cc1	-6	20	-5	4	0	-9	3	0.5	4	-2
CC1(OC(=O)c2ccc(Cl)nc2)C(=O)C=C2C=C3CCCN3C=C2C1=O (configuration not stated)	11	-5	-11	13	-1	-3	-10	0.0	-7	-3
COc1ccc(CCNC(=O)C(=O)NCC2OCCN2S(=O)(=O)c2ccc(OC)c(OC)c2)cc1OC (configuration not stated)	4	2	-2	0	1	7	0	-0.2	-2	-3
COC(=O)C1=C(Nc2ccc(C)cc2)C=C(C)C(C(=O)OC)C1c1cccc(OC)c1 (configuration not stated)	2	-7	-3	2	0	0	-37	-1.5	-26	2
CN(C(=O)c1cccc(NC(=O)Cc2ccc(NC(=O)C3CCCN(S(=O)(=O)c4cccc([N+](=O)[O-])c4)C3)cc2)c1)C1CCCCC1 (configuration not stated)	0	7	-1	0	1	-5	4	-0.4	4	6
COc1ccc(C2CC(=O)C=C3c4ccc(OC)cc4CCC32)cc1 (configuration not stated)	-4	7	17	1	0	3	-5	-0.4	-1	-5
O=C(O)c1ccc(Cl)c(N2C(=O)Nc3ccccc3N2O)c1	5	2	2	-1	4	1	-2	-0.6	3	-5
COc1ccccc1NC(=O)c1ccc2nc(C)sc2c1	-3	1	-6	-3	3	7	-5	0.3	0	1

Screening data from PubChem.

The order is random; overall some 4.1% were active at least once.
